b-catenin transl = beta-catenin nuclear translocation modulation; HeLa beta-catenin nuclear translocation, immunofluorescence imaging; nuclear translocation activity, % at 5 µM; 0.3% of 190,000 active; AID 1665;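 active = nuclear translocation activity above 50% at 5 µM, with a well cell count of 50 or more; inconclusive = wells under 50 cells across six images, flagged as toxic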;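 also: per-cell ratio of nuclear to cytoplasmic median beta-catenin stain intensity; plate controls were DMSO negative control for no effect and GSK-3 inhibitor IX positive control for full effect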
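Test system: human HeLa cells, endogenous beta-catenin. Times: 24 h compound exposure, 37°C. Measured by: beta-catenin immunofluorescence imaging with DAPI.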
M17LAP inhibition = P. falciparum M17LAP inhibitors, primary screen, biochemical, fluorogenic H-Leu-NHMec substrate, 1536-well (AID 1619). 0.38% of 220,000 active. inhibition, % at 30 µM; hits with a dose series show IC50 in µM. recombinant M17LAP, H-Leu-NHMec fluorogenic kinetic assay; higher % means a stronger effect;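 active = compound inhibiting the enzyme by more than half at any dose during confirmatory dose-response retesting; inconclusive = strong single-dose inhibitors picked by rank but not retested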;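 also: plate controls were full reaction with DMSO carrier for no effect and no enzyme background for full effect; strong numbers were not always called active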
P. falciparum M1AAP = malaria alanyl aminopeptidase activity blockers – biochemical, fluorogenic H-Leu-NHMec substrate, 1536-well (AID 1445); 0.42% of 220,000 active; recombinant M1AAP, H-Leu-NHMec fluorogenic kinetic assay; higher % means a stronger effect; one-dose inhibition, % at 30 µM; IC50 in µM for titrated hits;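 active = primary inhibition above the hit cutoff, then over 50% inhibition at one or more dose response concentrations, cut at about 23% in these data, passing the limit was not always enough; inconclusive = conflicting primary data, or primary hits not chosen for dose response; inactive = low primary inhibition, or under 50% at every dose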;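 also: plate controls were DMSO full reaction for no effect and no enzyme background for full effect; strong numbers were not always called active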
K1F lysis inhibition = protection from phage-mediated lysis, alamar blue read-out – E. coli UTI89, K1F phage, bacterial capsule biogenesis inhibitors (AID 488966). 0.02% of 340,000 active. E. coli UTI89 K1F phage lysis, alamar blue, 2 h; higher % means a stronger effect. inhibition, % at 100 µM; hits with a dose series show IC50 in µM;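 active = phage lysis inhibition, versus mean bacterial control, above a set limit; inconclusive = no clear call, values can overlap the other calls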;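 also: capsule biogenesis inhibitors block K1F phage lysis so surviving cells raise fluorescence; higher fluorescence means more inhibition of phage lysis; actives were called in the ten point dose series up to 300 µM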
Insulin prom up = MIN6 insulin promoter up-regulation. 0.3% of 190,000 active. z-score at 5 µM. MIN6 insulin promoter-GFP reporter, high-content imaging; hits give high values;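 active = z-score above 3 at 5 µM with at least 500 cells counted in the well; inconclusive = wells under 500 cells, flagged as cytotoxic or low count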
Dynein cargo inh = blocks dynein driven cargo transport along microtubules; 3617.4 mouse cells, GR-EGFP nuclear translocation imaging; test concentration mostly 20 µM; stimulated with dexamethasone, 1 µM; hits give low values; z-score, hits read low; 0.47% of 220,000 active; AID 1381;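 active = plate z-score of nuclear minus cytoplasmic receptor signal below a set negative limit, without overly bright fluorescence or cell loss, cut at about -3.5 in these data, passing the limit was not always enough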;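 also: z-score of nuclear minus cytoplasmic ring GR-EGFP intensity difference per well; some compounds called inactive have numbers as strong as hits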
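Buffer or medium: tetracycline-free induction medium containing charcoal-stripped FBS / Reagent: dexamethasone agonist, 1.0 µM final, for 30 min / Technique: automated 10x imaging of fixed Hoechst-stained cells / Times: induction 48 h, compound 1 h, agonist 30 min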
CSM14.1 death rescue = protection against thapsigargin-triggered cell killing – 384-well, CSM14.1, ATP luminescence, primary screen (AID 1222); 190,000 tested, under 10 active; CSM14.1 thapsigargin-induced death rescue, ATP luminescence; higher % means a stronger effect; one-dose cellular ATP content (survival), % at 20 µM; EC50 in µM for titrated hits;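 active = EC50 below 50 µM in the dose-response confirmation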;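 also: death triggered by thapsigargin at about 15 µM added after 2 h compound pretreatment; cell ATP read after overnight thapsigargin exposure of roughly 18 to 22 hours; normalized against plate controls of thapsigargin alone and 5% DMSO vehicle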
Autophagy HCS = alters autophagy in cells; 0.98% of 190,000 active; MEF GFP-LC3 puncta imaging; test concentration mostly 10 µM; calls only at 10 µM (by protocol);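 active = percentage of spot-positive cells more than 3 SD above its plate mean, without a fluorescence outlier flag or 80% toxicity; inconclusive = no clear call, values can overlap the other calls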;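 also: spot-positive cell cutoff set from DMSO-treated cells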
MT stabilizer = microtubule stabilizers in HeLa cells. HeLa tubulin immunostaining HCS, 24 h; share of cells brighter than vehicle mean+2SD. 0.83% of 200,000 active. % tubulin-high responders, % at 10 µM. AID 2205;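 active = plate Z-score above 3 for both tubulin-high and condensed-nucleus cell shares, with cell loss under 80%, at 10 µM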;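 also: anti alpha tubulin signal scored within the nucleus-defined area of each cell; some results filed as inactive read as strong as hits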
Dynein cargo inh cytoplasmic EGFP = recorded beside Dynein cargo inh, whose call it bears; z-score; measured here: cytoplasmic GR-EGFP intensity; hits give high values
Dynein cargo inh nuclear GR-EGFP = also measured in Dynein cargo inh; calls as there; z-score; measured here: nuclear GR-EGFP intensity;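 lower value marks the stronger effect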
Dynein cargo inh cell count = second read-out of Dynein cargo inh, no call of its own (marks repeat the call); z-score; measured here: cell count per field
Insulin prom up cell count = further read-out of Insulin prom up, marked with its call; cell count; measured here: cytotoxicity, nuclei count;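 total cells summed across four imaged fields per well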
b-catenin transl cell count 5 µM = further read-out of b-catenin transl, marked with its call; cell count; measured here: cell count, cytotoxicity flag
MT stabilizer Hoechst-high % = recorded beside MT stabilizer, whose call it bears; % Hoechst-high responders; measured here: nuclear condensation Hoechst responders;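 share of cells brighter than vehicle mean plus two SD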
MT stabilizer cytotoxicity % = also measured in MT stabilizer; calls as there; toxicity, %; measured here: cytotoxicity by cell density;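 0% = mean cell density of plate MIN control wells and 100% = no cells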
Autophagy HCS cell loss 18 h = recorded beside Autophagy HCS, whose call it bears; toxicity, %; measured here: cell loss, nuclei count;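 cell loss after 18 h compound exposure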
Starred values were filed as active, the others as inactive; i = inactive; ? = inconclusive; . = no result given; [ ] = another dose, or the depositor's remark.

SMILES	b-catenin transl	b-catenin transl cell count 5 µM	M17LAP inhibition	P. falciparum M1AAP	K1F lysis inhibition	Insulin prom up	Insulin prom up cell count	Dynein cargo inh	Dynein cargo inh cytoplasmic EGFP	Dynein cargo inh nuclear GR-EGFP	Dynein cargo inh cell count	CSM14.1 death rescue	Autophagy HCS	Autophagy HCS cell loss 18 h	MT stabilizer	MT stabilizer Hoechst-high %	MT stabilizer cytotoxicity %
CC1CCCCC1NC(=O)C(Cc1ccccc1)NS(=O)(=O)c1cccs1 (stereo unspecified)	.	.	-9%	-3%	-1.1%	-0.54	1019	0.13	0.17	0.42	-0.23	0.1%	i	28	2.8	1.9	8.4
Cc1nonc1NC(=O)OCCN1CCOC1=O	-2.7	1371	-6%	9%	-1.0%	-0.37	1551	-0.57	-0.32	-0.17	0.2	-2.7%	i	2	4.1	2.5	5.3
CCOc1ccc(OCc2ccc(C(=O)OCc3ccccn3)o2)cc1	-2.5	1054	5%	5%	0.7%	1.5	1246	0.49	-0.2	0.53	0.33	-1.1%	i	0	3.6	2.2	3.3
Cc1ccc(S(=O)(=O)N(CC(=O)Nc2cccc([N+](=O)[O-])c2)C2CCCCC2)cc1	-0.8	1352	-6%	5%	0.5%	0.73	1642	0.77	0.22	0.15	-0.48	1.3%	i	-1	1.4	0.5	8.9
COc1cc(/C=N/n2cnc3scc(-c4cccs4)c3c2=O)cc(OC)c1OC	1.6	1167	5%	5%	6.8%	0.21	1540	-0.89	-0.12	-0.48	1	1.1%	i	11	30*	29*	29*
NS(=O)(=O)c1ccc(NC(=O)COC(=O)CCNC(=O)NC23CC4CC(CC(C4)C2)C3)cc1	-7.7	921	3%	3%	3.3%	-0.4	1459	2.9	-0.037	1.6	-0.54	-1.1%	i	4	3.1	4.8	6.1
Cc1cc(=O)n2nc(N3CCC(C(=O)NC4CCCc5ccccc54)CC3)sc2n1 (stereo unspecified)	0.0	1258	2%	2%	0.8%	-0.7	1254	-0.51	-0.16	0.48	0.046	-0.4%	i	23	4.4	2.8	14
CCCSC(=O)N(CC)CC(=O)Nc1c(CC)cccc1CC	-3.0	1017	-11%	3%	-0.1%	1.3	764	0.8	-0.29	0.68	1.5	1.2%	i	-3	1.8	0.7	5.3
CC1=NN(Cc2ccccc2)C(=O)C1C(c1ccccc1)C(C#N)C#N (stereo unspecified)	-0.7	1363	3%	13%	0.9%	0.45	1557	-0.39	-0.08	-0.4	-0.11	-0.8%	i	16	5.0	2.0	1.6
CCc1cc(=O)oc2c(CN3CCN(C)CC3)c(O)c(Cl)cc12	.	.	i	36µM*	-0.3%	-1.6	1009	1.9	-0.085	1.3	-1.3	0.3%	i	31	1.6	1.5	8.7
CC(C)(C)C1CCC(=NNC(=S)NCc2ccccc2)CC1 (stereo unspecified)	-1.9	1158	6%	6%	0.1%	-0.21	1230	-0.86	-0.34	0.18	0.91	-0.6%	i	3	3.2	1.9	9.0
COc1cc(NC(=O)c2cccs2)c(OC)cc1NC(=O)CCn1nnc2ccccc21	-0.5	1154	22%	25%*	0.1%	-0.36	1015	0.37	-0.027	0.43	-0.47	-1.2%	i	-11	2.6	2.0	12
O=C(COC(=O)c1ccc(Cl)c(S(=O)(=O)NCc2ccccc2)c1)NCC1CCCO1 (stereo unspecified)	-1.7	1076	2%	2%	-0.1%	-0.68	1163	-1.3	-0.2	-0.21	0.57	-1.6%	i	-15	3.6	2.2	5.8
CCC(=O)NC(C)C(c1cccs1)N1CCN(c2ccccc2)CC1 (stereo unspecified)	-1.3	532	-3%	7%	0.1%	.	.	-0.11	-0.21	0.57	-0.81	11%	i	-6	2.6	1.3	6.6
CC1(CCc2ccccc2)NC(=O)N(CC(=O)Nc2ccc3c(c2)OCCO3)C1=O (stereo unspecified)	-0.1	1075	15%	-10%	0.1%	-0.15	1312	1.2	0.037	0.6	-0.9	-1.3%	i	19	2.1	1.0	12
COc1ccc(C2C=C(c3ccc(Br)cc3)Nc3nc(NS(C)(=O)=O)nn32)cc1 (stereo unspecified)	-0.3	1095	-246%	?	.	0.32	1918	-0.51	-0.21	-0.44	0.74	-1.1%	i	12	2.1	3.6	4.4
N/C(=N\OC(=O)COc1ccccc1Cl)c1ccccn1	.	.	3%	3%	3.5%	1	1316	-1.2	-0.059	-0.36	0.82	4.4%	i	11	3.8	1.1	1.9
CC(C)OCCCNC1=C(Cl)C(=O)c2ccccc2C1=O	1.1	1273	19%	9%	.	-0.2	1051	1.4	-0.11	0.93	-1.6	.	.	.	.	.	.
O=C(Nc1cccc(S(=O)(=O)N2CCCCC2)c1)Nc1ccc(Cl)cc1Cl	0.2	894	5%	1%	0.3%	1	1167	-0.27	-0.23	-0.13	-0.064	-2.7%	i	0	2.5	0.5	10
COC(=O)c1c(C)oc(C)c1S(=O)(=O)NC(C)(C)C	-3.3	1239	3%	-2%	0.7%	.	.	0.095	-0.28	-0.045	0.31	.	.	.	.	.	.
NC(=O)N/N=C/c1cn(-c2ccccc2)nc1-c1ccccc1	-0.1	1172	12%	15%	0.7%	0.46	1225	-0.38	-0.31	-0.067	0.42	-1.4%	i	31	1.1	1.7	5.7
C/C(=N\Nc1ccc([N+](=O)[O-])cc1[N+](=O)[O-])C(C)C(C)C (stereo unspecified)	-1.9	1105	5%	2%	0.9%	-0.66	1174	-0.45	-0.24	-0.26	0.58	.	i	-27	1.8	1.0	6.4
Cc1cccc(C)c1N1CCN(C(=O)N2CCOCC2)CC1	-2.1	959	5%	3%	0.0%	-0.46	1511	-0.33	-0.31	0.09	1.1	-1.0%	i	-2	3.7	2.1	5.2
Cn1c(Cc2ccccc2)nnc1SCc1cc(=O)n2ccsc2n1	-1.5	1098	1%	4%	0.3%	0.25	1289	1.1	-0.3	0.83	-1.1	-0.8%	i	-2	6.1	2.2	9.4
C/C(N)=C(/C#N)C(=O)CN1CCCCC1	0.4	1173	-9%	15%	-0.1%	0.42	1089	-0.17	-0.069	-0.25	0.51	2.5%	i	-3	1.1	1.8	6.4
CON1C(=O)C(=O)N(OC)C2CCCCCC21 (stereo unspecified)	-0.7	946	1%	-3%	0.5%	.	.	0.16	-0.28	-0.12	0.53	-2.4%	i	4	4.5	2.9	7.6
Cc1ccc(O)c(N=Cc2ccc(C)s2)c1	.	.	4%	11%	2.0%	-0.33	1262	-0.74	-0.28	-0.52	0.51	-0.3%	i	1	2.1	3.8	3.1
N#C/C(=C\c1ccc(N2CCOCC2)o1)C(=O)Nc1ccc(O)cc1	0.4	1628	44%	17%	.	.	.	1.6	0.32	0.83	-0.57	-2.2%	i	8	3.6	2.6	2.0
O=C(CCN1CCN(CCO)CC1)Nc1cccc(Br)c1	1.1	1262	0%	-2%	-0.7%	-0.05	1088	-0.62	-0.26	0.094	1.3	.	.	.	.	.	.
COc1ccc(-c2nc(C#N)c(NC(C)C)o2)cc1	-2.3	1097	-6%	8%	-1.1%	-0.87	1103	-1	-0.33	-0.42	0.17	-1.0%	i	-6	4.6	4.1	4.3
CC(=O)c1cc(NC(=O)c2cccc(C(F)(F)F)c2)c(=O)oc1C	0.5	1035	8%	14%	.	0.87	965	-0.49	-0.33	-0.044	0.84	-0.9%	i	-3	1.9	2.6	7.5
COc1ccccc1-c1cc2nc(C)c(CCC(=O)NCc3ccc(F)cc3)c(C)n2n1	0.2	1313	.	.	0.3%	1.6	861	2.2	-0.18	1.6	-1.1	.	.	.	.	.	.
COc1ccc(Oc2c(C)oc3c(CN(C)C)c(O)ccc3c2=O)cc1	-1.2	799	-53%	3%	-0.5%	-0.79	1481	-1.1	0.1	-1.1	0.17	-0.4%	i	11	4.5	3.6	8.7
Cc1cccc(NC(=O)CSc2nnc(-c3ccccc3)n2N)c1C	-0.6	983	2%	3%	0.5%	-0.16	1362	-0.27	-0.26	-0.052	-0.3	-1.0%	i	0	4.4	2.3	4.7
CC1CC(C)CN(CC(O)COc2ccc3c(c2)CCC3)C1 (stereo unspecified)	-1.6	1033	-8%	-2%	5.6%	0.08	1333	0.25	-0.2	0.3	-0.42	-4.1%	i	27	3.7	1.5	2.3
Cc1cc(NC(=O)CSc2nc(-c3ccco3)cc(C(F)(F)F)n2)n(-c2ccccc2)n1	12	384	-5%	5%	0.1%	-1.3	1178	0.089	0.071	0.52	-0.13	-3.1%	i	38	44*	22*	27*
CC(=O)/C(N=Nc1ccc(C(=O)O)cc1)=C(\C)O	0.0	1355	15%	8%	0.5%[50 µM]	-0.11	1122	-0.99	-0.29	-0.59	1.5	.	.	.	.	.	.

From PubChem BioAssay
